# Screening data as filed in PubChem BioAssay.
# TR SRC2 fluor cs: counter-screen for TRb-SRC2 inhibitors: fluorescence interference. TRb/SRC2 Texas Red total fluorescence interference. actives 0.29% (n = 280,000). Potency, µM (series often up to 106 µM), for inactives: at the top dose fluorescence change, negative = quenching; active means well fitted curve in either direction with a large enough effect; inconclusive means small, poorly fitted or top-dose-only effect
#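 Human TRb ligand-binding domain at 0.6 uM with 20 nM Texas Red SRC2 peptide in Tris buffer containing 1 uM T3 and 5% DMSO, incubated with compound 5 h at ambient temperature. Total fluorescence (555/632 nm) calculated as parallel + 2 × perpendicular.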
# L3MBTL1 inh: blocks human L3MBTL1; Q9Y468; Potency, µM (series often up to 57.1 µM), without a hit: at the top dose activity, negative = inhibition, usual class: inhibitors; actives 0.66% (n = 230,000); AlphaScreen L3MBTL1–H3K9me1 peptide binding; further: nearly all actives have a fitted effect of over 60% in size
#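 AlphaScreen proximity signal between nickel-chelate acceptor and streptavidin donor beads (final 10 ug/mL) reports binding of 50 nM L3MBTL1 to 75 nM biotin-H3 K9me1 peptide; complex incubated with compounds 30 min at room temperature; cefsulodin titration as control.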
# TRb SRC2 PPI: disrupts binding of human TR beta to SRC2; actives 0.065% (n = 280,000); P10828; Potency, µM (top dose mostly 106 µM), inactives show at the top dose activity change, negative = inhibition, usual class: inhibitors; TRbeta-SRC2 peptide binding, fluorescence polarization; receptor liganded with 1 µM T3;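 further: plate controls were bound peptide for no effect and peptide without receptor for full effect; nearly all actives have a fitted effect of over 50% in size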
#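 Fluorescence polarization of 20 nM Texas Red SRC2 peptide (20-aa NR interaction domain) bound to 0.6 uM human TRb ligand-binding domain, with 1 uM T3, after 5 hr at ambient temperature; inhibition seen as decreased polarization.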
# aGal spleen mod: inhibits or activates alpha-galactosidase in human spleen homogenate; Potency, µM (titrated, usually from 80 µM), for the others: at the highest dose activity change, negative = inhibition, hits mostly inhibitors; P06280; human spleen homogenate, 4MU-alpha-Gal fluorescence, 40 min; actives 0.008% (n = 240,000);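 further: 0% = enzyme with vehicle and -100% = no enzyme basal signal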
# Target sequence (P06280 32-429 limits assumed): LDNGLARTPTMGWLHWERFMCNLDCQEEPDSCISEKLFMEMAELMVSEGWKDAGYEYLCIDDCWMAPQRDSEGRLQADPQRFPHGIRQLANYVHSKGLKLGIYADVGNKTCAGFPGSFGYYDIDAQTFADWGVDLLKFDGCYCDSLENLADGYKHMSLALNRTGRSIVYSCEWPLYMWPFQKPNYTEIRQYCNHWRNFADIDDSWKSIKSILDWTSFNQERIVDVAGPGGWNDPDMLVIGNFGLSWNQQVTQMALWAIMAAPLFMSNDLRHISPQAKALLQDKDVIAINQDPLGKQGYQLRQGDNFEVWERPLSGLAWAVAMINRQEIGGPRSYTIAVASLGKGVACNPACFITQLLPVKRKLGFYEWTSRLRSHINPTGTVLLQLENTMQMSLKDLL
#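 Inhibition or activation of alpha-galactosidase in human spleen homogenate is scored by 4-MU fluorescence after 40 min at 37C, pH 5.0, with 1 mM substrate. AC50s come from concentration-response fitted to the Hill equation.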
# Tau fibril ThT: tau fibrillization inhibition (ThT binding). P10636. recombinant tau K18 P301L, heparin-induced fibrillization, ThT fluorescence. Potency, µM (series often up to 57.4 µM), for the others: top-dose activity, negative = inhibition, hits mostly inhibitors. actives 2.1% (n = 270,000). AID 1460; further: nearly all actives have a fitted effect of over 55% in size
# Target sequence (P10636 561-689 P618L limits assumed): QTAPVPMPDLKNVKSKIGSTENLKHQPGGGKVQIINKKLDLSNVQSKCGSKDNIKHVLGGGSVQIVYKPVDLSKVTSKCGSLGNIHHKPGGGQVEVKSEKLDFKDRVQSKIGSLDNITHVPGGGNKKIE
#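 ThT emission at 510 nm, taken 1 hr after adding 30 uM dye, quantifies aggregates formed when 20 uM heparin acts on human tau K18 P301L for 6 hr at 37 C.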
# Tau fibril FP: inhibitors of human tau fibril formation; actives 0.39% (n = 280,000); AID 1468; P10636; K18 P301L tau heparin fibrillization, Alexa594 FP, 6 h; Potency, µM (titrated, usually from 57.7 µM), for inactives: top-dose activity, negative = inhibition, most hits filed as inhibitors; further: nearly all actives have a fitted effect of over 55% in size
#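 Read-out: fluorescence polarization of Alexa 594-labeled tau (0.24 uM), 555 nm excitation, 632 nm emission. Mixtures held 15 uM unlabeled K18 P301L, compound and 20 uM heparin, pH 7 acetate buffer, incubated 6 hr at 37 C.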
# ALDH1A1 inh: ALDH1A1 (human) enzyme inhibition. Purified ALDH1A1, NADH fluorescence, propionaldehyde substrate. Potency, µM (series often up to 75.3 µM), for the others: at the highest dose activity, negative = inhibition, most hits filed as inhibitors. AID 1030. actives 7.3% (n = 220,000); active means well fitted inhibition curve with a large enough effect, not every such curve was filed as active; inconclusive means small, poorly fitted or top-dose-only effect, or another doubt; inactive means no such curve, though single readings can be large or run the other way;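 further: plate controls were no enzyme wells and a reference inhibitor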
# Target sequence (P00352 whole entry, looked up): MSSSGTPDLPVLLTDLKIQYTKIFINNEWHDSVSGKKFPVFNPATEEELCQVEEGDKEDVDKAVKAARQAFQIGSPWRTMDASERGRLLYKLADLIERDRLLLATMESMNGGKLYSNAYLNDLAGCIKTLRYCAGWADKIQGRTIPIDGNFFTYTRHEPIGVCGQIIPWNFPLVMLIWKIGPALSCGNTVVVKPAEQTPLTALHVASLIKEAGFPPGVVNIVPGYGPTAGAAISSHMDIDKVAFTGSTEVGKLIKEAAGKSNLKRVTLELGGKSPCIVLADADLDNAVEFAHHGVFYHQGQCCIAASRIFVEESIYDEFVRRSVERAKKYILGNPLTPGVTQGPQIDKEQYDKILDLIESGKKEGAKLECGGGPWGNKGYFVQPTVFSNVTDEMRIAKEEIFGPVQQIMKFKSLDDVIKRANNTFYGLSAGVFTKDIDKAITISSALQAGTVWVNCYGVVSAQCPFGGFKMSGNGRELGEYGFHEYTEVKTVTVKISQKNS
# Tau fluor counter: counter-screen for tau fibril formation inhibitors; tau K18 P301L Alexa594 fluorescence, heparin fibrillization; Potency, µM (top dose mostly 57.7 µM), for the others: at the top dose activity change, negative = decrease; actives 0.93% (n = 280,000); further: nearly all actives have a fitted effect of over 55% in size
#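 Human tau K18 P301L (15 uM unlabeled, 0.24 uM Alexa 594-labeled) in 100 mM sodium acetate pH 7 with 20 uM heparin, 6 hr at 37 C. ThT 30 uM added, 1 hr ambient; Alexa 594 FP and total fluorescence read at 555/632 nm.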
# Numbers without * were called inactive; ? = inconclusive; · = no result given; & = joins results of further samples; [ ] = another dose, or the depositor's remark. Unless noted, the call rests on the fitted dose curve; in most records, active means well fitted curve in the direction sought with a large enough effect; inconclusive means small, poorly fitted or top-dose-only effect, or another doubt; inactive means no such curve, though single readings can be large; an effect the other way counts as inactive or inconclusive. Unless noted, on the % scale 0 is the no-effect control and ±100 the full control effect; potency means the concentration at half of the fitted maximal effect.
# Order of results – TR SRC2 fluor cs	L3MBTL1 inh	TRb SRC2 PPI	aGal spleen mod	Tau fibril ThT	Tau fibril FP	ALDH1A1 inh	Tau fluor counter
O=c1c2cnn(-c3ccc(F)cc3)c2ncn1Cc1cccc(Cl)c1
→ -0.2%	·	5.9%	·	2.2%	-10.5%	·	-9.8%
CCn1cc(CNC(=O)/C=C/c2ccc([N+](=O)[O-])cc2)cn1
→ 0.3%	1.1%	6.7%	7.2%	1.0%	4.2%	10.8%	3.5%
O=C(Cn1nc(-c2ccccc2)ccc1=O)Nc1cccc(NC(=O)c2ccccn2)c1
→ -1.0%	10.7%	0.5%	0.2%	0.4%	-16.8%	6.9%	-19.3%
CC(C)(C)C(=O)N1N=C(c2ccc(NS(C)(=O)=O)cc2)CC1c1cccs1 (centres undefined)
→ -0.9%	·	-0.3%	8.9%	-7.1%	-19.5%	?	?
NC(=O)COc1ccc(-n2cnnn2)cc1
→ -4.6%	·	-4.2%	4.0%	-4.4%	3.1%	2.3%	-7.0%
COc1ccc(-n2c(C)cc(C)c(C(C)=O)c2=S)cc1
→ -0.9%	-6.5%	0.7%	3.2%	1.1%	-0.1%	-6.2%	3.4%
OC(COc1ccc(C2C=CCC2)cc1)CN1CCCCC1 (centres undefined)
→ 1.5%	-4.1%	-0.2%	-14.3%	-15.9%	5.2%	7.7%	-2.4%
CCOC(=O)c1ccc(N2CN(CC)CNC2=S)cc1
→ 2.6%	9.4%	-3.5%	3.7%	0.1%	1.7%	1.2%	1.3%
CC(=O)c1cccc(NC(=O)N2CCCC2C(=O)NCCC(C)C)c1 (centres undefined)
→ -0.1%	-1.3%	4.6%	-0.8%	-10.0%	-2.8%	5.3%	-1.6%
Cc1cc(C)c2c(=O)cc(C(=O)Nc3c(C)n(C)n(-c4ccccc4)c3=O)oc2c1
→ 3.0%	·	-2.3%	·	-6.4%	-4.2%	·	-6.5%
O=C(CCN1C(=O)c2ccccc2S1(=O)=O)Nc1ccccc1
→ -1.4%	4.0%	-3.6%	1.2%	1.5%	6.6%	-7.9%	9.4%
O=[N+]([O-])c1ccc(N2CCOCC2)cn1
→ -1.8%	-3.6%	5.1%	7.3%	-11.9%	4.0%	-7.7%	2.5%
COCCCNC(=O)c1ccc(CS(=O)(=O)c2ccc(OC)cc2)o1
→ -2.6%	5.0%	4.2%	-3.0%	1.3%	-9.1%	4.8%	2.2%
COc1ccc(-c2nc(-c3ccc(Br)o3)no2)cc1OC
→ -0.3%	0.3%	-12.5%	4.2%	-6.9%	-5.8%	?	-15.0%
c1cc(CN2CCN(C3CCCCCC3)CC2)ccn1
→ -0.5%	3.0%	-1.9%	2.6%	2.4%	1.7%	?	3.1%
Cc1ccc(NC(=O)CSc2ncccc2C(=O)Oc2ccccc2Cl)cc1Cl
→ -3.6%	·	2.2%	·	-3.6%	?	·	-23.9%
CCc1ccc(S(=O)(=O)c2nnn3c2nc(NC(C)C)c2sccc23)cc1
→ -2.3%	·	5.0%	·	7.4%	-17.5%	·	-17.7%
Cc1ccc(NC(=O)c2ccc(CSc3nnnn3C)cc2)cc1
→ 0.5%	-0.5%	0.2%	5.1%	-11.3%	-3.0%	3.2%	-9.5%
CCOc1ccccc1N1CCN(CC(=O)Nc2cc(C)on2)CC1
→ 1.4%	4.7%	-4.9%	-3.3%	3.3%	6.2%	10.5%	2.7%
O=C(CSc1ncnc2c1nnn2-c1ccc(F)cc1)NCc1ccco1
→ 1.0%	-11.0%	-5.6%	-3.5%	?	-2.9%	7.5%	-12.5%
O=C(CSc1c2c(nc3ccc(Cl)cc13)CCCC2)NCc1ccco1
→ -4.5%	·	-1.4%	-2.8%	-14.1%	2.7%	-7.4%	-5.7%
CC(=O)c1c(C)n(-c2cccc(Cl)c2)c2ccc(OC(=O)c3ccccc3)cc12
→ 1.9%	·	-10.3%	·	-1.1%	2.7%	·	-7.4%
COc1cc(C(CCN2CCCC(C)C2)c2c(OC)cc(OC)c3c2OC(=O)CC3c2ccc(N(C)C)cc2)cc(OC)c1OC (centres undefined)
→ -0.1%&-0.3%	·	1.8%&-5.1%	-0.4%&0.7%	-15.1%	7.5%	·	-11.1%
COCCN(CCOC)S(=O)(=O)c1ccc(C(=O)Nc2ccc(S(=O)(=O)Nc3nccc(C)n3)cc2)cc1
→ 0.5%	·	1.4%	0.5%	-3.8%	-6.3%	-7.3%	-4.3%
CCOC(=O)C1CCN(C(=O)Nc2ccc(C)c(Cl)c2)CC1
→ 0.4%	5.4%	1.5%	1.1%	1.6%	-2.4%	·	-0.9%
COc1cccc(NC(=O)Cn2c(=O)n(Cc3ccc(C(=O)NCc4ccc(C)cc4)cc3)c(=O)c3ccccc32)c1
→ -0.5%	·	6.2%	·	8.3%	?	·	-22.9%
CC(C)C(=O)Nc1ccc(N2CCN(C(=O)c3cccs3)CC2)cc1
→ -5.8%	·	-2.5%	-5.6%	?	-3.8%	5.3%	-4.8%
O=S(=O)(Nc1n[nH]c(C(F)(F)F)n1)c1ccccc1
→ -3.0%	7.4%	3.9%	-3.9%	-14.9%	-12.3%	·	-1.4%
O=[N+]([O-])c1ccc(N/N=C\c2cccn2-c2ccccc2)nc1
→ -2.2%	?	0.8%	-3.5%	7.08µM*	15.7%	-5.4%	15.8µM*[quencher]
CCCCN(CCCC)CCCNC(=O)CC1Oc2ccc(C)cc2NC1=O (centres undefined)
→ -2.3%	0.8%	-10.5%	17.8%	-2.9%	2.0%	14.4%	8.5%

# Some of these compounds in order of heavy-atom count, low to high:
# Order of results – TR SRC2 fluor cs	L3MBTL1 inh	TRb SRC2 PPI	aGal spleen mod	Tau fibril ThT	Tau fibril FP	ALDH1A1 inh	Tau fluor counter
CCOC(=O)C1CCN(C(=O)Nc2ccc(C)c(Cl)c2)CC1
→ 0.4%	5.4%	1.5%	1.1%	1.6%	-2.4%	·	-0.9%
CC(C)C(=O)Nc1ccc(N2CCN(C(=O)c3cccs3)CC2)cc1
→ -5.8%	·	-2.5%	-5.6%	?	-3.8%	5.3%	-4.8%
O=C(CSc1c2c(nc3ccc(Cl)cc13)CCCC2)NCc1ccco1
→ -4.5%	·	-1.4%	-2.8%	-14.1%	2.7%	-7.4%	-5.7%
O=C(CSc1ncnc2c1nnn2-c1ccc(F)cc1)NCc1ccco1
→ 1.0%	-11.0%	-5.6%	-3.5%	?	-2.9%	7.5%	-12.5%
COc1cccc(NC(=O)Cn2c(=O)n(Cc3ccc(C(=O)NCc4ccc(C)cc4)cc3)c(=O)c3ccccc32)c1
→ -0.5%	·	6.2%	·	8.3%	?	·	-22.9%

# Remaining list, next part:
# Order of results – TR SRC2 fluor cs	L3MBTL1 inh	TRb SRC2 PPI	aGal spleen mod	Tau fibril ThT	Tau fibril FP	ALDH1A1 inh	Tau fluor counter
CCCC(=O)Nc1cccc(NC(=O)c2ccc(C)c([N+](=O)[O-])c2)c1
→ 0.7%	7.6%	-0.1%	-4.5%	-12.1%	-0.9%	13.7%	-9.7%
CCOc1ccccc1CNC(=O)CSc1n[nH]c(-c2ccccc2)n1
→ -1.8%	·	8.6%	·	-4.1%	-1.3%	·	-9.1%
O=C(NC1CC1)C1CCN(c2ccc(S(=O)(=O)N3CCOCC3)cc2Cl)CC1
→ 1.7%	8.1%	-0.9%	5.5%	-7.1%	0.0%	6.6%	-7.1%
CS(=O)(=O)Nc1ccc2c3c(cccc13)CC2
→ -9.9%	·	-5.4%	-2.9%	-13.1%	4.9%	-7.2%	-9.2%
CCNC(=S)Nc1cccc(S(=O)(=O)Nc2ccccc2OC)c1
→ -0.6%	-11.6%	-1.4%	-0.5%	-10.5%	?	·	-28.2%
CCOc1ccc(CCNC(=O)CCCc2cc(-c3ccc(OCC)cc3)on2)cc1
→ 0.3%	·	3.0%	·	?	-4.8%	·	-11.4%
COc1ccc(C2CC(c3cccs3)=NN2C(=O)COC(=O)C2CCCCC2)cc1OC (centres undefined)
→ 0.9%	-17.5%	5.2%	-0.7%	-8.9%	1.9%	?	-10.9%
Cc1ccccc1NS(=O)(=O)c1ccc(OCC(=O)N2CCCC2)cc1
→ -3.3%	1.7%	0.4%	-10.7%	4.9%	-0.2%	9.7%	1.5%
CCOc1ccc(/C=N/n2cnnc2)cc1
→ -2.5%	-7.8%	-2.0%	2.7%	-13.0%	5.6%	-0.1%	-4.3%
Cc1cccc(C(=O)Nc2cccc(C(=O)OCc3cc(=O)n4nc(C5CC5)sc4n3)c2)c1
→ 1.2%	·	2.8%	·	?	-6.4%	·	-4.3%
Fc1ccc(N/N=C/c2cccnc2)c(F)c1
→ -1.9%	-15.7%	10.5%	5.4%	-15.0%	3.5%	?	-15.9%
CCN(C(=O)COC(=O)c1cc(-c2cccs2)nc2ccccc12)C1CCS(=O)(=O)C1 (centres undefined)
→ -2.4%	13.7%	6.2%	14.3%	-5.4%	2.5%	?	-14.7%
CCOC(=O)C1CCN(c2nc3ccccc3nc2C(C#N)C(=O)NCCc2ccccc2)CC1 (centres undefined)
→ -5.7%	?	-1.2%	-13.2%	?	13.0%	?	?
COc1ccccc1NS(=O)(=O)c1cc(NC(=O)C2CC2)ccc1N1CCOCC1
→ -0.4%	10.3%	4.5%	1.0%	-14.9%	-14.1%	?	?
CC(=O)N1CCCc2cc(S(=O)(=O)N(C)CC(=O)Nc3ccc(C)cc3C)ccc21
→ -1.6%	·	1.7%	·	-0.8%	-2.8%	·	-9.0%
COc1ccccc1N1CCN(S(=O)(=O)CCNC(=O)COc2ccc(C(C)C)cc2)CC1
→ -8.3%	·	1.6%	·	?	0.7%	·	-18.4%
O=C(CSc1nnnn1-c1ccccc1)N1CCc2ccccc21
→ 3.5%	·	1.8%	9.1%	3.7%	-1.8%	-10.4%	-9.4%
CC(=O)NCc1nnc2c3ccccc3c(-c3ccccc3)nn12
→ -3.6%	2.5%[11.4 µM]	-1.8%	5.1%	0.6%	2.7%	-9.6%	5.8%
COc1ccc(/C(O)=C2\C(=O)C(=O)N(c3cc(C)on3)C2c2cccc(OC)c2OC)cc1C (centres undefined)
→ -1.6%	2.1%	-14.4%	0.3%	-10.3%	1.4%	-1.4%	-3.8%
Cc1cc2c(cc1S(=O)(=O)NCc1ccc(F)cc1)OCCN2C
→ 1.5%	·	-6.1%	·	-13.5%	2.6%	·	-13.2%
CN(C)C(=O)c1ccc(-c2cncnc2NCc2cccs2)cc1
→ 0.7%	·	6.0%	-5.5%	-8.5%	-6.5%	-4.9%	-7.0%
